APE1 inh: qHTS Assay for Inhibitors of the Human Apurinic/apyrimidinic Endonuclease 1 (APE1); recombinant APE1, TAMRA/BHQ-2 abasic DNA cleavage fluorescence; 350,000 tested, 0.35% active; DNA repair nuclease/redox regulator APEX1 (Homo sapiens), P27695; Potency, µM (series often up to 65.8 µM), for the others: at the top dose activity change, negative = inhibition, actives largely listed as inhibitors; AID 2517, 2012;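 note: potency is the fitted concentration of half-maximal effect; plate controls were vehicle for no effect and reference inhibitor for full effect; nearly all actives have a fitted effect of over 55% in size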
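Substrate: short duplex with […] THF abasic site, 5'-TAMRA and 3'-BHQ-2, 50 nM final. APE1 at 0.75 nM, preincubated 15 min RT with compound. Fluorescence increase from first to third read measured activity.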
RGS4 inhibitor: Inhibitors of Regulator of G Protein Signaling (RGS) 4: qHTS | Regulator of G-protein signaling 4 (Homo sapiens), P49798 | Transcreener GDP fluorescence polarization, RGS4-accelerated GTP hydrolysis | Potency, µM (highest dose often 114 µM), without a hit: at the highest dose activity change, negative = inhibition, actives largely listed as inhibitors | 390,000 tested, 0.039% active | AID 504845, 2011; note: potency is the fitted concentration of half-maximal effect; % is set by controls: 0 for no effect and ±100 for the full control effect; nearly all actives have a fitted effect of over 75% in size; some results filed as inactive show a strong effect at the top dose
Target sequence (P49798 whole entry, looked up): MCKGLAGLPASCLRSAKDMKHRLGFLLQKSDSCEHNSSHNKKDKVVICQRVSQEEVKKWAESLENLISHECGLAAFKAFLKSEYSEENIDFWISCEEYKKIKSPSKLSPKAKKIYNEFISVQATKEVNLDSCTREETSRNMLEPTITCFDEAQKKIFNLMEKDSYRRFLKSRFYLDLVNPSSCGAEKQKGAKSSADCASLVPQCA
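MLSMR compounds (23 nl, pin-transferred) preincubated 10 min at room temperature with a 500nM (2x) first reagent, then RGS4 at 900nM (2x) plus Transcreener GDP mix added; fluorescence polarization (620/688 nm) read before and after 90 min at 30 °C.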
ALOX12 inh: Primary qHTS assay for inhibitors of human arachidonate 12S-lipoxygenase (ALOX12): Round 2. AID 1671190, 2021. purified 12hLO, xylenol orange hydroperoxide absorbance. 580,000 tested, 1.1% active. Potency, µM (highest dose often 108 µM), for inactives: top-dose activity change, negative = inhibition, actives largely listed as inhibitors. Polyunsaturated fatty acid lipoxygenase ALOX12 (Homo sapiens), P18054; note: potency is the fitted concentration of half-maximal effect; % is set by controls: 0 for no effect and ±100 for the full control effect
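Hydroperoxide product was detected by ferrous iron/xylenol orange as the 573 to 405 nm absorbance ratio. Arachidonic acid at 40 uM (final) was turned over for 30 min at room temperature by 150 nM human 12hLO, pH 7.0 Hepes buffer, after 15 min compound preincubation.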
Pol beta inh: qHTS Assay for Inhibitors of DNA Polymerase Beta | P06746 | Pol beta primer extension/strand displacement, fluorescence kinetic | Potency, µM (titrated, usually from 114 µM), inactives show at the highest dose activity change, negative = inhibition, hits mostly inhibitors | 340,000 tested, 1.3% active | AID 485314, 2010; note: potency is the fitted concentration of half-maximal effect; % is set by controls: 0 for no effect and ±100 for the full control effect
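Kinetic readout of DNA synthesis with strand displacement by Pol beta. Compound and 10 nM enzyme sit 15 min at room temperature; 50 nM substrate starts the reaction, read immediately and at 10 min.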
ERG Ets-DNA blk: qHTS for Small Molecule Inhibitors of the ERG Ets/DNA interaction; Transcriptional regulator ERG (Homo sapiens), P11308; fluorescence polarization, His-ERG Ets domain / labelled DNA; Potency, µM (doses to about 76.9 µM), for the others: at the highest dose FP activity, negative = inhibition, most hits filed as inhibitors; 370,000 tested, 0.028% active; active = well fitted inhibition curve with a large enough effect in the polarisation, with a control signal flat; inconclusive = small, poorly fitted or top-dose-only effect, or effect the other way, or a change in a side signal; inactive = no such curve, though single readings can be large or run the other way; the % refers to the polarisation;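 note: polarization taken with two DNA probes labelled with fluorescein and Texas red; potency is the fitted concentration of half-maximal effect; % of control where 0% means no effect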
Target sequence (P11308 whole entry, looked up, the tested form may be a part): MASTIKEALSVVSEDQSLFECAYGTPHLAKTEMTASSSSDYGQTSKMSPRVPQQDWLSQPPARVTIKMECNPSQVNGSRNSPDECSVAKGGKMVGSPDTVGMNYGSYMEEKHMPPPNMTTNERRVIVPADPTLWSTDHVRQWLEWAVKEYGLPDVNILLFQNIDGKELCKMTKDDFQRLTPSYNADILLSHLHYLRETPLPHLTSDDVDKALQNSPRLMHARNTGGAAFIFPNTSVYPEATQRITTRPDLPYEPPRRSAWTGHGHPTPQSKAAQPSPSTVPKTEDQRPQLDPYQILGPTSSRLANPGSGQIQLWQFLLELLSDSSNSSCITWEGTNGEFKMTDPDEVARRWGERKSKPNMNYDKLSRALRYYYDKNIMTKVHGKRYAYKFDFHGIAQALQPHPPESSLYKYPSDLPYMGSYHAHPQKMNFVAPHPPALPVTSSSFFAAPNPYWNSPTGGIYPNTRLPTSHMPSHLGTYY
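His-tagged ERG Ets domain (1 uM in the protein solution; 300mM KCl, 50mM Tris-HCl, 1mM EDTA, 1mM DTT, pH 7.5) received compound, then a probe mix of 5 nM fluorescein-DNA and 100nM Texas-615-DNA. Fluorescence polarization was read for both dyes.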
POLK inh: qHTS for Inhibitors of Polymerase Kappa. DNA polymerase kappa (Homo sapiens), Q9UBT6. purified Pol kappa, fluorescent DNA synthesis assay, 10 min. Potency, µM (top dose mostly 107 µM), for inactives: at the highest dose activity, negative = inhibition, hits mostly inhibitors. 400,000 tested, 0.53% active. AID 588579, 2011; note: potency is the fitted concentration of half-maximal effect; % is set by controls: 0 for no effect and ±100 for the full control effect
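First, compounds were pin-transferred onto 10 nM Pol kappa. After 15 min at room temperature, substrate was added to 50 nM final. Fluorescence was then measured kinetically at 0 and 10 min.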
LDHA inh: qHTS assay for inhibitors of human lactate dehydrogenase. L-lactate dehydrogenase A chain (Homo sapiens), P00338. purified LDHA, NADH/diaphorase-resazurin fluorescence; stronger effect = lower value. activity change, % (values are at about 110 or 230 µM). 480,000 tested, 0.15% active. AID 1347041, 2019; in the data active = activity change below about -30%; inconclusive = mostly about -25% to -30%;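 note: plate controls were DMSO wells for no effect and wells without enzyme for full effect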
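Remaining NADH was detected by diaphorase (0.133 mg/mL) converting 37 µM resazurin to fluorescent resorufin, read at 0 and 20 minutes. The preceding 5-minute room-temperature reaction used 2 nM LDHA, 0.2 mM sodium pyruvate and 0.06 mM NADH at pH 7.4.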
POLH inh: qHTS for Inhibitors of Polymerase Eta; recombinant Pol eta, fluorescent DNA replication assay; DNA polymerase eta (Homo sapiens), Q9Y253; Potency, µM (titrated, usually from 114 µM), without a hit: at the top dose activity change, negative = inhibition, usual class: inhibitors; 390,000 tested, 1.2% active; note: potency is the fitted concentration of half-maximal effect; % is set by controls: 0 for no effect and ±100 for the full control effect
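Fluorescent replication assay: 50 nM final substrate added after a 15 min room-temperature compound preincubation with 10 nM enzyme. Signal taken at 0 min and again at 10 min.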
Anesthetic bind: qHTS Assay for Identification of Novel General Anesthetics | apoferritin/1-aminoanthracene competitive binding, fluorescence | Potency, µM (series often up to 77.5 µM), without a hit: at the highest dose activity change, negative = displacement, actives largely listed as inhibitors | Ferritin light chain (Equus caballus), P02791 | 350,000 tested, 0.074% active | AID 485281, 2010; note: potency is the fitted concentration of half-maximal effect; % is set by controls: 0 for no effect and ±100 for the full control effect; nearly all actives have a fitted effect of over 20% in size
Target sequence (P02791 2-175 limits assumed): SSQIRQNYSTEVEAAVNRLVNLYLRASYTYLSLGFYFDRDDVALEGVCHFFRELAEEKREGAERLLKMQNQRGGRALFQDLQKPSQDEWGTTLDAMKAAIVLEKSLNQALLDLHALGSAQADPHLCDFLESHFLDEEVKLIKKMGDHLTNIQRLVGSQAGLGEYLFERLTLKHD
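10 uM apoferritin + 50% sat. 1-AMA, PBS; cpd 10 min RT; Ex380/Em535 endpoint; normalized to free probe vs complex; 4-param Hill fit; propofol titration as pos. ctrl.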
Numbers without * were called inactive; i = inactive; ? = inconclusive; / = no result given; & = joins results of further samples; [ ] = remark or other dose. Unless noted, calls come from the whole dose curve; as a rule, active = well fitted curve in the direction sought with a large enough effect; inconclusive = small, poorly fitted or top-dose-only effect, or another doubt; inactive = no such curve, though single readings can be large; an effect the other way counts as inactive or inconclusive.

Preview, four compounds:
SMILES | APE1 inh | RGS4 inhibitor | ALOX12 inh | Pol beta inh | ERG Ets-DNA blk | POLK inh | LDHA inh | POLH inh | Anesthetic bind
Cc1ccc(Cl)cc1NC(=O)C1CCCN(S(=O)(=O)c2cccc3cccnc23)C1 (centres undefined) | / | 0% | -29% | -16% | 0% | -17% | 0 | -16% | -19%
CCOC(=O)C(Cc1ccc(Cl)cc1Cl)c1ccno1 (centres undefined) | 10% | -31% | -18% | 14% | 14% | 2% | 0 | -15% | -5%
COc1ccccc1N1CCN(C(=O)CN2C(=O)c3ccccc3S2(=O)=O)CC1 | 1% | -1% | -2% | -5% | -3% | -1% | -3 | -10% | 2%
Cn1c(=O)c(C(=O)NNC(=O)c2ccccc2F)c(O)c2ccccc21 | 11%[12.4 µM] | -29% | -7% | 20% | 3% | 1% | 6 | -7% | 1%

Main list, from the first entry:
SMILES | APE1 inh | RGS4 inhibitor | ALOX12 inh | Pol beta inh | ERG Ets-DNA blk | POLK inh | LDHA inh | POLH inh | Anesthetic bind
Cc1ccc(Cl)cc1NC(=O)C1CCCN(S(=O)(=O)c2cccc3cccnc23)C1 (centres undefined) | / | 0% | -29% | -16% | 0% | -17% | 0 | -16% | -19%
CCOC(=O)C(Cc1ccc(Cl)cc1Cl)c1ccno1 (centres undefined) | 10% | -31% | -18% | 14% | 14% | 2% | 0 | -15% | -5%
COc1ccccc1N1CCN(C(=O)CN2C(=O)c3ccccc3S2(=O)=O)CC1 | 1% | -1% | -2% | -5% | -3% | -1% | -3 | -10% | 2%
Cn1c(=O)c(C(=O)NNC(=O)c2ccccc2F)c(O)c2ccccc21 | 11%[12.4 µM] | -29% | -7% | 20% | 3% | 1% | 6 | -7% | 1%
CCOCCc1nn2c(=O)cc(COC(=O)COc3ccc(C)c(C)c3)nc2s1 | / | -15% | 11% | -3% | 1% | 5% | -2 | 4% | ?
CCN(CC)c1nn2c(=O)c(C(=O)NCc3cccc(OC)c3OC)cnc2s1 | / | -2% | -3% | 0% | 3% | 0% | -4 | 9% | -13%
Cc1cccc([C@H]2[C@@H]3C=CCC[C@@H]3C(=O)N2Cc2ccccc2)c1 | 11%&-8% | -21% | 28µM* | / | 0% | ? | 2 | -25% | -8%[110 µM]
C=CCNC(=O)NC(=O)CSc1nnc(C(F)(F)F)n1C | ? | 8% | -9% | 27% | 15% | -13% | -1 | -19% | 1%
CN(C)C(=S)Oc1ccccc1-c1ccccc1OC(=S)N(C)C | 13% | 8% | 9% | 5% | 3% | -9% | 7 | -16% | -4%
CC(=O)c1c(N2CCOCC2)nc2ccc(Br)cc2c1-c1ccccc1 | 1% | 0% | ? | 0% | -3% | -6% | -3 | -15% | -4%
CC(C)Cn1c(-c2csc(C(C)C)c2)n[nH]c1=S | 2% | -2% | 40µM* | ? | 27% | -8% | -4 | -22% | ?
CN(C)c1nc(Cl)cc(N2CCOCC2)n1 | -4% | -23% | 4% | -3% | 7% | 1% | -2 | 13% | 0%
Cc1cc2nnc(SCc3ccc(F)cc3)n2c2ccccc12 | / | -2% | 1% | -2% | 4% | -21% | 5 | -16% | -7%
COC(=O)C(C)n1cnc2c(nnn2-c2ccc(OC)cc2)c1=O (centres undefined) | -6% | -3% | 21% | 18% | 6% | 7% | -4 | -14% | -9%
CCOC(=O)c1ccc(NC(=O)c2csnn2)cc1 | / | -36% | -5% | 1% | -5% | 4% | 2 | -21% | -6%
COc1ccc(NC(=O)CN(C)C(=O)CSc2ccc(Br)cc2)cc1 | 14% | -15% | 487%[activator] | / | -4% | -14% | -8 | -3% | /
COc1ccc(/C=C2\OC(=S)N(C)C2=O)cc1 | -2% | 16% | -11% | -1% | / | -4% | -10 | -6% | -4%
CCCn1c2ccccc2c2cnn(CC(=O)Nc3ccc(C)cc3Br)c(=O)c21 | / | -37% | -18% | 7% | -1% | 4% | 2 | -13% | -7%
Cc1nnc(NC(=O)CSC2CCCCC2)s1 | 12% | 1% | 0% | 23% | -3% | -11% | -6 | -13% | -16%
CCN(CC)S(=O)(=O)c1ccc(NC(=O)C(C)N(c2ccccc2)S(C)(=O)=O)cc1 (centres undefined) | ? | -3% | 86%[activator] | 17% | -6% | -1% | -1 | -8% | -17%
CCOc1ccccc1N(C(=O)Nc1ccc(Cl)cc1)C1=NC(C)CS1 (centres undefined) | 6% | -1% | -20% | -1%[57.1 µM] | -25% | 4% | 0 | -16% | -4%
Cc1c(-c2ccccc2)nc2ccccc2c1C(=O)OCC(=O)Nc1ncc(C(F)(F)F)cc1Cl | -10% | 6% | ? | -13% | -4% | -14% | 0 | ? | ?
Cc1ccc(NC(=O)CCN2C(=O)c3ccccc3C2=O)cc1 | 15% | -3% | i | 11% | -1% | -9% | 1 | 0% | -4%
COc1ccccc1OCCCCOc1ccccc1F | -3% | 30% | 7% | 22% | / | -12%[60.1 µM] | -8 | -15% | -9%
O=C1CSc2ccc(C(=O)Nc3cccc(S(=O)(=O)Nc4ccc(Br)cc4)c3)cc2N1 | -4% | ? | ? | -1% | 9% | 3% | -6 | -15% | -20%

(list continues)
SMILES | APE1 inh | RGS4 inhibitor | ALOX12 inh | Pol beta inh | ERG Ets-DNA blk | POLK inh | LDHA inh | POLH inh | Anesthetic bind
COc1ccccc1CNC(=O)c1ccncc1 | 2% | 9% | 11% | 65% | -11% | 3% | -1 | -8% | -12%
Cc1cccc(-c2noc(C3CCCCC3)n2)c1 | 14% | 29% | 0% | -12% | -2% | -7% | -7 | 3% | -10%
C=CCCCOc1ccc(C(=O)O)cc1 | 3% | 6% | 16% | 2% | 1% | -7% | 4 | -16% | -10%
CC(C)Cc1nn2c(=O)cc(COC(=O)CNC(=O)c3ccc(C(C)(C)C)cc3)nc2s1 | / | -22% | -19% | 5% | -3% | 19% | 2 | -9% | -5%
O=C1C2C3C=CC(CC3)C2C(=O)N1/N=C/c1ccccc1O (centres undefined) | -3% | 15% | 8% | 0% | / | -11% | -5 | -7% | -4%
COC(=O)C1=C(C)N(CCc2ccccc2)C(=O)C1(NS(=O)(=O)c1ccc(NC(C)=O)cc1)C(F)(F)F (centres undefined) | 24% | -6% | -14% | 10% | -3% | -1% | -13 | -8% | -13%
Cc1cccc(C(=O)NNC(=O)c2n[nH]c(=O)c3ccccc23)c1C | -1% | -11% | 0% | / | 15%[15.4 µM] | 1% | 0 | -14% | /
COc1ccc(-c2nc(CSCC(=O)NC3CCCC3)c(C)o2)cc1OC | -1% | 29%[11.4 µM] | -9%&-1% | 4% | 1% | 0% | 0&-5 | 13% | 8%
COc1cccc2sc3cc(NCc4ccc(C)o4)ccc3c(=O)c12 | -10% | -49% | ? | / | 8% | -4% | 0 | -12% | /
COc1ccc(NC(=O)CSc2nc(C)cc(C)n2)c([N+](=O)[O-])c1 | 7% | -5% | -2% | 32% | -1% | -2% | -3 | -16% | -12%
CC(=O)Oc1ccc(/C=C/c2nc3ccccc3c(=O)o2)cc1 | -2% | 22% | 133%[activator] | 38% | 3% | -15% | -12 | 0% | -2%
S=C(Nc1cccnc1)NC1CCCC1 | 0% | -28% | 1% | 13% | 11% | -6% | -3 | -3% | -11%
Fc1ccccc1CNc1ccc(Cl)cc1 | ? | 8% | -6%[57.4 µM] | 14% | -6% | -11% | 5 | -10% | ?
C/C(=N\O)c1cc(Cl)ccc1O | -2% | -5% | 0% | -11% | -3% | -11% | -2 | -11% | -1%
CCOC(=O)c1[nH]c(C)c(C(=O)OCc2c(C)noc2C)c1C | 7% | -96% | 0% | ? | 8% | 1% | 1 | -14% | -7%
Cc1cc(C)n2nc(C(=O)OC(C)C(=O)c3cc(C)c(C)cc3C)nc2n1 (centres undefined) | 9% | 4% | 2% | / | 2% | -17% | -3 | -3% | /

3 entries from above, sorted by their value in ERG Ets-DNA blk, lowest first.
| mol | APE1 inh | RGS4 inhibitor | ALOX12 inh | Pol beta inh | ERG Ets-DNA blk | POLK inh | LDHA inh | POLH inh |
| --- | --- | --- | --- | --- | --- | --- | --- | --- |
| CC(C)Cc1nn2c(=O)cc(COC(=O)CNC(=O)c3ccc(C(C)(C)C)cc3)nc2s1 | / | -22% | -19% | 5% | -3% | 19% | 2 | -9% |
| Cc1cc(C)n2nc(C(=O)OC(C)C(=O)c3cc(C)c(C)cc3C)nc2n1 (centres undefined) | 9% | 4% | 2% | / | 2% | -17% | -3 | -3% |
| COc1cccc2sc3cc(NCc4ccc(C)o4)ccc3c(=O)c12 | -10% | -49% | ? | / | 8% | -4% | 0 | -12% |

Screens as filed in PubChem.

An excerpt; count on the stated rates, not on these rows.
